High-throughput results deposited in PubChem BioAssay by National Center for Advancing Translational Sciences (NCATS).
FUS yeast rescue: FUS proteinopathy suppression in yeast | S. cerevisiae FUS-expressing, growth rescue, OD600, 24 h | Potency, µM (titrated, usually from 76.6 µM), without a hit: at the top dose growth rescue (activation), usual class: activators | 390,000 tested, 0.24% active;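 note: potency is the fitted concentration of half-maximal effect; plate controls were DMSO vehicle for no effect and reference control for full effect; nearly all actives have a fitted effect of over 55% in size; some results filed as inactive show a strong effect at the top dose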
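Quantitative HTS measuring growth restoration of FUS-toxic yeast. Galactose-induced cells (OD 0.005) were exposed 24hr at 30C to compounds at several concentrations, then absorbance at 600 nm was recorded.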
GLP-1R inv ag: acts as inverse agonist at human GLP-1 receptor; P43220; HEK293 GLP-1R CRE-luciferase, luminescence, 24 h; GLP-1R form is constitutively active; Potency, µM (highest dose often 38.3 µM), for inactives: top-dose activity change, negative = inhibition, actives largely listed as inhibitors; 410,000 tested, 1.6% active; AID 624417; note: potency is the fitted concentration of half-maximal effect; % is set by controls: 0 for no effect and ±100 for the full control effect; nearly all actives have a fitted effect of over 55% in size
Target sequence (P43220 whole entry, looked up): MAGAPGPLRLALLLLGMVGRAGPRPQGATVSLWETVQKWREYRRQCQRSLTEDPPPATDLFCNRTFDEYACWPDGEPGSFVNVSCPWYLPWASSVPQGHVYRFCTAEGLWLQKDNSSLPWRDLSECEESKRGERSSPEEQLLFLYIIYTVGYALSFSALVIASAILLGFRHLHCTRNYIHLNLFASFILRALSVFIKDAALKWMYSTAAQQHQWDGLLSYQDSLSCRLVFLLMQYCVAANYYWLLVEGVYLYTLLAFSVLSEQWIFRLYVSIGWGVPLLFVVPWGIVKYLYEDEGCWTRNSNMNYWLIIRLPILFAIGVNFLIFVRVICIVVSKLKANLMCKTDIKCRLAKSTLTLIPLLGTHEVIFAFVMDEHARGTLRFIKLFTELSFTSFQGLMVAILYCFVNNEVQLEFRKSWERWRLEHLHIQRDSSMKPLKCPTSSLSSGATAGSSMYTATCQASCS
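Readout was luciferase luminescence, measured 12 min after detection reagent at room temperature. Beforehand, GLP-1R reporter HEK293 cells had sat 12 h, then received compounds for 24 hr at 37 deg C.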
Akt phos inh: inhibitors of Akt phosphorylation. Neuro2A IGF-stimulated pAkt S473 HTRF, 20 min; stronger effect = lower value. AID 651550. activity change, % for hits at 50 µM. 360,000 tested, 0.32% active; in the data active = activity change below about -80%; inconclusive = mostly about -51% to -80%; note: % is set by controls: 0 for no effect and ±100 for the full control effect
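Neuro2A cells in DMEM with 0.5% FBS, overnight at 37 deg C, given compound at single 50 µM final, then IGF (6 nM final) for 20 min at 37 deg C. Lysed; phospho-Akt Ser473 by HTRF after 24 h, 665/615 ratio.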
PTHR1 agonist: agonists of human PTHR1 parathyroid hormone receptor. Q03431. HEK293 GP2 PTHR1 cells, GloSensor cAMP luminescence, 1 h. Potency, µM (top dose mostly 115 µM), without a hit: at the top dose activation, hits mostly activators. 410,000 tested, 0.075% active; note: potency is the fitted concentration of half-maximal effect; nearly all actives have a fitted effect of over 55% in size; some results filed as inactive show a strong effect at the top dose; inactives centre near -15; many of its hits are not listed in these tables
Target sequence (Q03431 whole entry, looked up): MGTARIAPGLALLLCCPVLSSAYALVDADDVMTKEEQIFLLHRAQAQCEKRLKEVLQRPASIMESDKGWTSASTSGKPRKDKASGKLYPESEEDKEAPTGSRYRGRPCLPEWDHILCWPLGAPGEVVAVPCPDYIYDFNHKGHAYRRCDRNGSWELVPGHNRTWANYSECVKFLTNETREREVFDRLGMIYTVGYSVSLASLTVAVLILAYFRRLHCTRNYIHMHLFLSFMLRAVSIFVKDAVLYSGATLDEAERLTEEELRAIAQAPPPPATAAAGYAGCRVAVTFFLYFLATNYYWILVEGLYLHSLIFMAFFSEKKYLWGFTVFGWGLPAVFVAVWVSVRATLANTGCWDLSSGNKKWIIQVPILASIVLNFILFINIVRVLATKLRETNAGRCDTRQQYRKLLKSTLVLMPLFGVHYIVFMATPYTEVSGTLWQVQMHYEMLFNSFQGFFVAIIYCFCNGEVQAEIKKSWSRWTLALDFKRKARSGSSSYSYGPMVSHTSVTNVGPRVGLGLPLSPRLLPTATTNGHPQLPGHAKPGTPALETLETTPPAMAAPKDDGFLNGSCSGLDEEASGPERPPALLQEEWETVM
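HEK-293-derived GP2 cells expressing PTHR1 and a GloSensor cAMP reporter, 3,000/well, plated overnight, given luciferin plus IBMX (each 0.5 mM as added) for 1 h at 37 °C, then compound for 1 h at 37 °C. Luminescence was read after 15 min at room temperature.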
aSyn rescue: inhibitors of alpha-synuclein toxicity in yeast | Potency, µM (series often up to 46.1 µM), inactives show at the highest dose growth rescue (activation), most hits filed as activators | Yeast expressing alpha-synuclein, growth rescue, BacTiter-Glo, 24 h | 370,000 tested, 0.14% active; note: potency is the fitted concentration of half-maximal effect; % of control where 0% means no effect; nearly all actives have a fitted effect of over 65% in size
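Rescue of yeast growth: cells expressing toxic alpha-synuclein, induced in galactose at OD600 0.02, incubated with compound 24 h at 30 C. ATP luminescence quantified growth; inhibitors of toxicity appear as activators.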
Abeta yeast res: compounds reversing amyloid beta toxicity in yeast; 410,000 tested, 0.063% active; Potency, µM (doses to about 46.1 µM), inactives show at the top dose growth rescue, actives largely listed as activators; yeast expressing A-beta42, growth rescue, OD600, 48 h; response scale: 0% DMSO, 100% iron-clioquinol control; note: potency is the fitted concentration of half-maximal effect; nearly all actives have a fitted effect of over 55% in size
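Yeast growth medium received pinned compounds, then yeast cells expressing toxic A-beta were added; plates incubated at 30 C for 48 hr. Growth read as absorbance at 600 nm, normalized to DMSO and equimolar FeCl3 plus clioquinol controls.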
TDP43 rescue: TDP-43 toxicity inhibition in yeast; TDP-43 expressing yeast growth rescue, BacTiter-Glo, 24 h; Potency, µM (highest dose often 46.1 µM), without a hit: at the top dose growth rescue (activation), actives largely listed as activators; 410,000 tested, 1.8% active; AID 652104; note: potency is the fitted concentration of half-maximal effect; % of control where 0% means no effect; nearly all actives have a fitted effect of over 50% in size
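Readout is BacTiter-Glo luminescence of cell growth, so inhibitors register as activators. TDP-43-expressing yeast at OD600=0.02 in galactose medium, after raffinose pregrowth to mid-log, were incubated with compound for 24 hr at 30 deg C.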
DRD3 antagonist: antagonists of human D3 dopamine receptor | D3R cells, DiscoveRx beta-arrestin luminescence, antagonist mode; stronger effect = lower value | max response, negative = inhibition, % | 360,000 tested, 2.5% active; in the data active = max response below about -50%; inconclusive = no clear call, values can overlap the other calls; note: % is set by controls: 0 for no effect and ±100 for the full control effect; mostly tested at two doses, the higher about 12 µM
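Cells expressing the human receptor were seeded at 1500 cells/well, incubated overnight at 37 degrees C in 5% CO2, then exposed to library compounds with dopamine controls for 90 minutes at 37 degrees C before luminescent detection.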
GLP-1R agonist: GLP-1 receptor (human) agonism | 380,000 tested, 0.007% active | P43220 | Potency, µM (highest dose often 45.6 µM), without a hit: top-dose activation, usual class: activators | HEK293 GLP-1R CRE-luciferase, luminescence, 4-6 h; cells express a hypersensitive GLP-1R form | AID 624172; note: potency is the fitted concentration of half-maximal effect; % of control where 0% means no effect
An asterisk follows results filed as active; i = inactive; ? = inconclusive; · = not tested or not shown; & = joins results of further samples; [ ] = another dose, or the depositor's remark. Unless noted, calls come from the whole dose curve; as a rule, active = well fitted curve in the direction sought with a large enough effect; inconclusive = small, poorly fitted or top-dose-only effect, or another doubt; inactive = no such curve, though single readings can be large; an effect the other way counts as inactive or inconclusive. The list is partial. The share of hits here may be higher or lower than overall.

smiles	Akt phos inh	PTHR1 agonist	Abeta yeast res	GLP-1R agonist	FUS yeast rescue	DRD3 antagonist	aSyn rescue	GLP-1R inv ag	TDP43 rescue
O=C(CCCCCn1c(=S)[nH]c2cc3c(cc2c1=O)OCO3)N1CCN(c2ccccc2)CC1	i	i	18.3%	-4.5%	-0.7%	3.9	0.1%	10.7%	-10.9%
CC(=O)N1CCc2cc(CNC(=O)c3ccccc3Br)ccc21	·	i	-6.1%	·	-4.8%	·	·	27.3%	?
Cc1ccc(-c2csc3n[nH]c(=S)n23)cc1	i	i	-2.6%	-1.4%	6.6%	-100.3*	0.2%&1.2%	3.6%	13.3%
CCC(C(=O)OCC(=O)N(CC)c1c(N)n(Cc2ccccc2)c(=O)[nH]c1=O)c1ccccc1 (configuration not stated)	i	-21.7%	-20.2%	-2.3%	-8.2%	-12.4	-5.7%	10.6%	-6.3%
Cc1cccnc1NC(=O)c1ccc(S(=O)(=O)N2CCCC2)cc1	i	4.0%	-7.3%	-6.5%	-2.8%	0.0	-23.9%	5.8%	-10.2%
COc1ccc2cc3cc(C(=O)NC4CC4)sc3nc2c1	i	-20.1%	-3.7%	-6.4%	33.5%	-17.6	-4.3%	?	6.7%
COc1ccc(OC)c(-c2cc(C(=O)NCCN3CCOCC3)no2)c1	i	i	12.8%	5.4%	·	-9.1	1.0%	65.7%[activator]	2.2%
COC(=O)CNc1nc(-c2cccnc2)nc2ccccc12	i	i	-2.7%	2.8%	-1.3%	0.2	-7.2%	77.1%[activator]	-1.3%
CC1(C)Cc2c(sc(NC(=O)c3ccco3)c2C#N)CO1	i	-11.1%[57.5 µM]	-9.5%	-2.8%	-1.8%	0.0	-9.9%	0.0%	?
C(=N\Nc1ccc2ccccc2n1)/c1ccc2c(c1)OCCO2	i	-24.5%	-26.8%	-3.2%	8.0%	13.9	-13.1%	-75.0%	17.9%
CC(C)(C)n1nnnc1C(c1cc2ccccc2o1)N(CCC#N)Cc1ccccc1 (configuration not stated)	i	-42.0%[inhibitor]	-1.6%	-7.1%	31.5%	-13.6	3.4%	?	11.0%
COc1ccc(CCNC(=O)C(=O)NCC(c2cccs2)S(=O)(=O)c2ccc(F)cc2)cc1 (configuration not stated)	·	-26.2%	-4.4%	·	12.7%	·	·	?	3.2%
COc1ccc2c(CC(=O)OCC(=O)c3ccc(F)cc3)coc2c1	i	i	0.4%	0.4%	-2.1%	?	10.4%	-10.7%	10.4%
CCN(CC)C(=O)c1cccc(-c2csc(C(O)c3cccc(Cl)c3)n2)c1 (configuration not stated)	i	-34.9%	14.0%	4.0%	32.1%	20.9	1.4%	-25.1%	24.5%
O=C(Nc1ccc(Cc2ccncc2)cc1)C1CCC(N2C(=O)C3C4C=CC(C5CC45)C3C2=O)CC1 (configuration not stated)	i	-95.7%[inhibitor]	2.3%	-9.9%	27.1%	28.3	-1.1%	-1.2%	15.5%
CC(C)NC(=O)CSCc1ccccc1Cl	i	-5.8%	-1.2%	35.9%	-31.1%	-15.1	6.8%	-26.8%	9.9%
NS(=O)(=O)c1ccc(CNS(=O)(=O)c2cc(Cl)ccc2Cl)cc1	i	-2.0%	-2.6%	3.3%	14.8%	-0.8	-8.3%	-11.6%	-17.8%
Cc1c(C(=O)NCCSCc2ccccc2Cl)cccc1[N+](=O)[O-]	i	?	12.6%	4.1%	17.2%	12.8	5.9%	-5.3%	13.0%
CC(=O)N=C1SC2CS(=O)(=O)CC2N1c1c(Cl)cccc1Cl (configuration not stated)	i	i	-4.2%[9.22 µM]	-2.6%	-21.9%	4.2	1.8%	-3.8%	-4.5%
Cn1c(CNS(=O)(=O)c2cccc(Cl)c2)cc(=O)n(C)c1=O	i	16.7%	-8.7%	-1.7%	5.4%	-8.2	-1.5%	23.3%	-16.3%
O=C(O)c1ccc2cc(-c3ccccc3)[nH]c2c1	i	-38.6%	-35.1%[inhibitor]	-10.9%	-0.8%	6.5	-50.7%[inhibitor]	?	-55.0%[inhibitor]
CC(=O)Nc1ccc(N2CCN(Cc3ccccc3)CC2)cc1	i	i	-2.1%	10.0%	-20.2%	-3.0	-3.3%	-3.7%	6.5%
Cc1c(C(=O)O)sc2nc3n(c(=O)c12)CCCCC3	i	-16.8%[57.5 µM]	19.1%	-5.3%	3.6%	-0.9	2.2%	1.3%	0.8%
Cc1[nH]nc(N2CCCCCC2)c1[N+](=O)[O-]	i	i	-6.5%	-1.2%	20.2%	-23.2	-0.9%	0.0%	10.5%
O=S(=O)(c1ccc(Br)cc1)N1CCCc2ccccc21	i	-20.5%	6.7%	-2.6%	-2.7%	?	5.8%	?	0.0%
O=C(NCc1cccnc1)c1cc(C2CCCCN2C(=O)OCc2ccccc2)on1 (configuration not stated)	·	-14.1%	-10.0%	3.0%	5.3%	-9.0	-2.0%	-14.6%	23.8%
O=C1OCc2cccc3cccc1c23	·	-37.4%[inhibitor][57.5 µM]	-32.8%	1.9%	20.3%	-10.5	-4.1%	0.0%	-20.7%
O=C(CNC(=O)c1n[nH]c2ccccc12)Nc1cc(Cl)ccc1Cl	i	28.3%	2.1%	-2.3%	5.8%	-25.1	-5.1%	?	2.9%
COc1ccc(NC(=O)NCc2cccn2C)c(OC)c1	i	i	0.4%	1.7%	28.2µM*	?	-2.2%	-10.7%	-3.3%
CCCCc1nnc(SCc2ccc(OCC)cc2)n1N	i	i	29.9%	-8.2%	-8.5%	10.2	5.1%	0.1%	11.7%
CCN1C(=O)C(CC(=O)NCc2ccc(Cl)cc2)N(CC)C1=O (configuration not stated)	i	i	4.1%	-8.4%	-18.3%	8.4	-0.1%	0.0%	-6.8%
O=C(NCCCNC1CCCCC1)c1ccc(/C=N/O)nc1	i	-23.0%	-14.2%	-0.8%	·	-60.3*	1.9%	0.0%	-23.1%
CS(=O)(=O)c1ccccc1COC(=O)Nc1ccc(Cl)cc1	i	?	13.9%	-2.2%	-0.5%	11.9	5.3%	-21.6%	12.6µM*
N#Cc1nc(-c2ccc(COc3ccc(Cl)cc3)o2)oc1N1CCCCC1	·	-41.1%[inhibitor]	12.4%	·	-1.2%	·	·	?	11.2%
O=[N+]([O-])/C=C1\CCCCCN1	i	-13.4%	-9.7%	-0.9%	2.2%	-19.9	-3.4%	4.6%	-14.3%
CN(C(=O)COC(=O)c1cc(S(=O)(=O)N2CCCCC2)ccc1Cl)c1ccccc1	i	-18.6%	-16.4%	-4.1%	?	-1.4	10.1%	?	-8.4%
CCCOc1ccc(F)cc1-c1cc(C(=O)Nc2cc(OC)c(OC)c(OC)c2)[nH]n1	·	i	-7.9%	-5.0%	-12.1%	83.5	-4.8%	?	0.0%
O=C(N/N=C/c1ccc2c(c1)OCO2)c1ccc2c(c1)OCO2	i	-9.6%	8.2%	1.6%	18.5%	1.5	-10.2%	-15.6%	-1.0%
COc1cccc(Nc2nc(C(C)N)cs2)n1 (configuration not stated)	i	i	-17.4%	-1.3%	-20.2%	-21.9	-3.4%	-13.4%	20.3%
CCC(C)NC(=O)C1=C(C)C(=O)OC12CCC(C)CC2 (configuration not stated)	i	i	-2.0%	-2.2%	-22.7%	0.0	-3.4%	-4.4%	-0.9%
COc1ccc(C(C(=O)NC2CCCCC2)N(Cc2ccco2)C(=O)CNC(=O)c2ccco2)cc1 (configuration not stated)	i	i	9.7%	2.1%	2.5%	10.3	3.9%	6.4%	-2.2%
Cc1cc2occ(CC(=O)N(CC(C)C)c3c(N)n(Cc4ccccc4)c(=O)[nH]c3=O)c2cc1C	i	i	-9.7%	9.3%	23.4%	-15.8	-10.4%	-21.6%	-8.6%
Cc1cc(C)cc(NC(=O)CN2CCN(C(=O)C3CCCO3)CC2)c1 (configuration not stated)	i	i	14.8%	-4.3%	19.5%	19.0	9.0%	?	6.3%
CC(C)C[C@H](NC(=O)c1nc[nH]c1C(=O)N1CCNCC1)C(=O)OCc1ccccc1	i	1.8%	10.0%	-6.2%	-12.5%	0.0	-4.9%	-6.5%	-13.2%

Single records (already shown). Screens in order: Akt phos inh, PTHR1 agonist, Abeta yeast res, GLP-1R agonist, FUS yeast rescue, DRD3 antagonist, aSyn rescue, GLP-1R inv ag, TDP43 rescue
Listed for Cc1cc(C)cc(NC(=O)CN2CCN(C(=O)C3CCCO3)CC2)c1 (configuration not stated) → i, i, 14.8%, -4.3%, 19.5%, 19.0, 9.0%, ?, 6.3%
Listed for O=C(NCCCNC1CCCCC1)c1ccc(/C=N/O)nc1 → i, -23.0%, -14.2%, -0.8%, ·, -60.3*, 1.9%, 0.0%, -23.1%
Listed for O=C(CNC(=O)c1n[nH]c2ccccc12)Nc1cc(Cl)ccc1Cl → i, 28.3%, 2.1%, -2.3%, 5.8%, -25.1, -5.1%, ?, 2.9%
